S3 lipid droplet: qHTS Assay for Lipid Storage Modulators in Drosophila S3 Cells | Drosophila S3 cells, BODIPY lipid droplet fluorescence, 18-24 h; cells fed with added oleic acid | lipid storage change, negative = inhibition, % at the top dose, mostly 46.1 µM; hits show Potency in µM | 320,000 tested, 0.64% active | AID 2685; active means well fitted inhibition curve with a large enough effect in the signal ratio, with a control signal flat, not every such curve was filed as active; inconclusive means small, poorly fitted or top-dose-only effect, or effect the other way, or a change in a side signal; the % refers to the signal ratio
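Drosophila S3 cells got compounds at several concentrations plus oleic acid (400 uM solution). Laser-scanning cytometry with 488 nm excitation read lipid droplets at 500-530 nm and cells at 575-640 nm. Percent activity was relative to 20 uM Triacsin C.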
S3 lipid droplet cell count max: further read-out of S3 lipid droplet, marked with its call; cell number change, %; measured here: cell count max response;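 cells counted by Cell Tracker Red CMTPX staining in the red channel; peak over a dose series mostly up to 46.1 µM; percent activity relative to internal control wells on each plate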
Numbers without * were called inactive; i = inactive; ? = inconclusive; . = no result given. On the % scale 0 is the no-effect control and ±100 the full control effect; potency means the concentration at half of the fitted maximal effect.

Start of the listing, in advance:
SMILES | S3 lipid droplet | S3 lipid droplet cell count max
Cc1ccc(S(=O)(=O)N(CC(=O)NCC2CCCO2)c2cccc([N+](=O)[O-])c2)cc1 (stereo not given) | 6.7% | 3.9
CC1CC(C)CN(C(=O)C2CC(=O)N(c3ccc(F)cc3)C2)C1 (stereo not given) | ? | .
CCN(CC)c1ccc2cc(-c3nnc(-c4ccccc4)o3)c(=O)oc2c1 | 15.2% | 3.5

Main list, from the start:
SMILES | S3 lipid droplet | S3 lipid droplet cell count max
Cc1ccc(S(=O)(=O)N(CC(=O)NCC2CCCO2)c2cccc([N+](=O)[O-])c2)cc1 (stereo not given) | 6.7% | 3.9
CC1CC(C)CN(C(=O)C2CC(=O)N(c3ccc(F)cc3)C2)C1 (stereo not given) | ? | .
CCN(CC)c1ccc2cc(-c3nnc(-c4ccccc4)o3)c(=O)oc2c1 | 15.2% | 3.5
O=C(NCc1ccco1)c1cc2cc3ccc(Cl)cc3nc2o1 | ? | .
Nc1c(C(=O)O)sc2nc(-c3ccccc3)cc(-c3ccccc3)c12 | 2.0% | 16.3
COc1cc(OC)cc(C(=O)/C=C2\Sc3ccccc3N2C)c1 | 0.1% | 2.9
COc1ccc(/C(=N\Nc2ccccc2C(=O)O)c2ccccc2)cc1 | 2.8% | -1.2
O=C(Nc1ccc(-c2nc3ncccc3o2)cc1)c1ccc(Br)o1 | ? | .
CCn1c(O)c(C=NC2CCCC2)sc1=S | ? | .
CCN1CCN(S(=O)(=O)c2cc(C(=O)O)ccc2Cl)CC1 | 17.9% | -2.2
COc1ccc(CCNC(=O)COC(=O)C2CC2)cc1 | ? | .
COc1ccc(NC(=S)NC(=O)/C=C/c2ccc(F)cc2)cc1 | ? | .
COC(=O)c1csc(S(=O)(=O)N2CCCCC2)c1OC | -0.3% | 9.4
Cc1ccc(N2CCN(CC(=O)Nc3c(C(=O)C4CC4)oc4ccccc34)CC2)cc1 | ? | .
CCCN(c1ccc(C)cc1)c1nc(=O)c2cccnc2s1 | 5.5% | 12.7
CC(=O)c1nc(N2C(=O)CC(Cc3cccc(C)c3)C2=O)sc1C (stereo not given) | -15.9% | .
Cc1[nH]c2ccccc2c1C(=O)CSC(=S)N(C)C | ? | .
Cc1ccc(OCCCn2ccnc2)c([N+](=O)[O-])c1 | ? | .
Cc1cccc(NC(=O)c2sc(NC(=O)c3ccco3)c(C#N)c2C)c1C | 15.4% | 8.3
CC1(C)OC(=O)N(c2ccccn2)C1(C)O (stereo not given) | -15.8% | -4.6
COc1cc(N)c(C(O)c2nccc3cc(OC)c(OC)cc23)cc1OC (stereo not given) | -0.7% | -5.8
C/C(CC(=O)Nc1cccc(Cl)c1Cl)=N\NC(=O)C(=O)NC1CCCCC1 | ? | .
CN(C)S(=O)(=O)c1ccc(NC(=O)CN2CCOCC2)cc1 | ? | .
O=C(Nc1ccccc1)c1ccc(NC(=O)C2CC2)cc1 | ? | .
Cc1cccc(C)c1NC(=O)COC(=O)c1ccc([N+](=O)[O-])o1 | ? | .
CC(=O)NC(CC(=O)NNC(=O)C(C)Oc1ccccc1F)c1ccccc1 (stereo not given) | ? | .
CCSc1ncc(Cl)c(C(=O)Nc2ccccc2F)n1 | ? | .
Cc1onc(-c2ccccc2Cl)c1C(=O)Nc1nc2c(s1)CCCC2 | 2.7% | 4.3
COc1cc(NC(=O)CCN2CCOCC2)cc(OC)c1 | ? | .
O=S(=O)(Nc1cccc(-c2ccc3nncn3n2)c1)c1cccs1 | ? | .
O=C(Nc1nnc(SCc2ccccn2)s1)C1CC(=O)N(c2ccc(F)cc2)C1 (stereo not given) | ? | .
CSc1ccc(CCNC(=O)CS(=O)(=O)Cc2nc(-c3ccccc3F)oc2C)cc1 | ? | .
COc1ccc(/C(N)=N/OC(=O)COc2ccccc2Cl)cc1 | ? | .
CCOC(=O)C(=Cc1ccccc1OC)C(=O)OCC | ? | .
Brc1ccccc1Cn1cnc2ccccc21 | -1.7% | -8.4
COc1ccccc1C(=O)NC1CCN(C(=O)Nc2ccc(F)cc2)CC1 | ? | .
O=C1CCCN1CCC1CCN(C2CC(=O)N(Cc3ccc(N4CCCC4=O)cc3)C2=O)CC1 (stereo not given) | i | 0.7
COc1ccc(N2CCN(C(C)C(=O)N(C)Cc3ccccc3)CC2)cc1 (stereo not given) | ? | .
O=S(=O)(c1ccccc1)N1CCN(c2ncnc3scc(-c4ccccc4)c23)CC1 | ? | .
Cc1cc(SC(C)C(=O)NCC(=O)Nc2ccc(F)c(F)c2F)nc2ccccc12 (stereo not given) | ? | .

Arranged by the number under S3 lipid droplet (low to high): three from the list above
compound,S3 lipid droplet
Brc1ccccc1Cn1cnc2ccccc21,-1.7%
COc1cc(N)c(C(O)c2nccc3cc(OC)c(OC)cc23)cc1OC (stereo not given),-0.7%
Cc1onc(-c2ccccc2Cl)c1C(=O)Nc1nc2c(s1)CCCC2,2.7%

Other results follow:
SMILES | S3 lipid droplet | S3 lipid droplet cell count max
N#Cc1c2c(c[nH]c1=O)CCN2Cc1ccccc1 | 0.5% | -15.4
Cc1c(C(=O)Nc2ccc(F)cc2)cn2c(nc3ccccc32)c1C#N | 16.7% | 4.9
Cc1nc2ccccn2c1C(=O)NN=C1CCCC1 | -15.8% | 0.1
O=C(/C=C/c1ccc2c(c1)OCO2)Nc1nc(-c2ccc(F)cc2F)cs1 | ? | .
COC(=O)c1sc2nc3c(cc2c1N)C(=O)CC(C)(C)C3 | 6.2% | -0.1
COc1ccc(NC(=O)c2c(-c3c(Cl)cccc3Cl)noc2C)cn1 | ? | .
COc1ccc(S(=O)(=O)N2CCCCC2)cc1NC(=O)c1ccc2ccccc2n1 | ? | .
CCn1c(SCc2ccccc2)nnc1-c1ccc(S(=O)(=O)N2CCCCC2)cc1 | ? | .
O=C(NCCc1ccc(Cl)cc1)c1n[nH]c2ccccc12 | ? | .
O=C(Cn1cccc1C(=O)c1ccccc1)NCCN1CCCCCC1 | 0.0% | -10.0
CN(C)/C=C(\C=N\OCc1ccc(Cl)cc1Cl)C(=O)Nc1ccc(Cl)c(Cl)c1 | i | .
COc1ccc(NC(=O)CN(C)C(=O)CCC(=O)c2ccc(C)cc2)cc1 | i | .
O=C(NCCO)/C(=C/c1ccc(Br)cc1)NC(=O)c1cccs1 | i | .
COc1ccc(-n2nc([N+](=O)[O-])c(=NC3CCN(Cc4ccccc4)CC3)n2O)cc1 | -10.5% | -10.1
Cc1ccc2nc(N/N=C\c3ccc([N+](=O)[O-])o3)nc(-c3ccccc3)c2c1 | ? | .
Cc1cc(=O)oc2c(CN(C)Cc3ccccc3)c(O)ccc12 | 1.1% | .
Cc1ccc(S(=O)(=O)N2CCN(C(=O)COC(=O)CCOc3ccccc3C)CC2)c(C)c1 | 5.3% | 25.0
Cc1nc(-c2ccccc2)sc1C(=O)/C=C/c1ccc(Cl)cc1 | -15.5% | 1.8
O=C(O)CC(C(=O)NCc1ccccc1)C1CCCO1 (stereo not given) | -16.4% | -7.6
COc1ccc(NS(=O)(=O)c2ccc(O)c(NC(=O)c3ccc(S(=O)(=O)N4CCCC4)cc3)c2)cc1 | ? | .
COc1ccc(NC(=O)c2c(C)noc2-c2snnc2C)cc1 | 6.5% | 0.7
CCOC(=O)c1sc(S(C)(=O)=O)c2c1CC(C)(C)C/C2=N/O | -13.4% | -1.2
Cc1ccc(C(=O)NC(=S)Nc2ccccc2C(F)(F)F)c(C)c1 | 9.9% | -1.1
COc1ccc(CNS(=O)(=O)c2ccc(F)c(C(=O)Nc3ccc(OC)cc3)c2)cc1 | -12.1% | 0.5
OCCNc1ncnc2c1ncn2Cc1ccccc1 | 0.8% | 4.6
Cc1ccccc1-n1ncc(C(C)NS(=O)(=O)c2sccc2C)c1C (stereo not given) | -8.0% | 23.9
O=C(NNC1=NCCC1)c1cccc(Br)c1 | 7.8% | -5.8
Brc1ccc(C=Nc2ccc(Nc3ccccc3)cc2)s1 | -10.4% | 7.1
CSc1nc2c(c(=O)[nH]1)C(c1ccccc1)C1=C(CC(C)(C)CC1=O)N2 (stereo not given) | ? | .
COC(=O)Cc1cc(OC)c(OC)cc1Cc1cc(OC)c(OC)cc1CC(=O)OC | ? | .
Cc1cc(C)c(NC(=O)CCCN2CCN(C)CC2)c(C)c1 | -10.3% | 4.7
Cc1[nH]c2ccccc2c1/C=N/Nc1ccc([N+](=O)[O-])cc1 | ? | .
Cn1c(C(=O)N[C@@H](C(=O)O)c2ccccc2)cc2cc(F)ccc21 | -9.1% | 2.6
COc1ccc(/C=C/C(=O)NCC2COc3ccccc3O2)cc1OC (stereo not given) | ? | .
Nn1c(SCc2ccccc2)nnc1-c1ccccn1 | -19.5% | -12.0
COc1ccc(-n2nnnc2SCC(=O)Nc2cccc(NC(C)=O)c2)cc1OC | 9.6% | -14.3
CCNc1nc(Oc2ccc(C(=O)OCC)cc2)nc(N2CCOCC2)n1 | i | .
O=[N+]([O-])c1cnc2ccccc2c1 | 2.2% | 16.2
COc1nc(-c2cnccn2)sc1C | ? | .
CCCCC(=O)OCC(=O)Nc1ccc(OC(F)F)cc1 | ? | .
CC(O)Cn1cnc2c1c(=O)n(C)c(=O)n2C (stereo not given) | 4.9% | 9.1
CCn1cc(C(=O)N2CCN(c3ccc(C(C)=O)cc3)CC2)c2cc(OC)c(OC)cc2c1=O | ? | .
CCCCCc1ccc(CC(=O)Nn2c(C)nc3ccccc3c2=O)cc1 | ? | .
CCOc1cccc(CNCc2ccncc2)c1 | ? | .
CN=C(Nc1ccc(Cl)cc1)c1cccc(C(F)(F)F)c1 | 14.1% | 6.8
Cc1ccc(C(C)C)c(Oc2cnccn2)c1 | 2.2% | -2.6
O=C(COC(=O)c1ccccc1Cl)NCCC1=CCCCC1 | ? | .
O=C(O)C1CC(=O)N(Cc2ccc(F)cc2)C1 (stereo not given) | ? | .
Cc1cccc(C)c1NC(=O)CSc1nnc(NC(=O)c2ccccc2C(=O)O)s1 | -6.9% | .
CCN(Cc1cc2ccccc2[nH]c1=O)C(=O)C(C)C | ? | .
CCOC(=O)c1cc(C(O)(C(F)(F)F)C(F)(F)F)c(/N=C/N(C)C)o1 | ? | .
O=C(COC(=O)CCS(=O)(=O)c1ccc(Cl)cc1)Nc1ncc(Cl)cc1Cl | 6.7% | 5.7
CCOC(=O)C1CCN(CC(=O)Nc2c(C(=O)OC)[nH]c3cccc(Cl)c23)CC1 | ? | .
Cc1c(N=C2SCC(=O)N2c2c(C)n(C)n(-c3ccccc3)c2=O)c(=O)n(-c2ccccc2)n1C | ? | .
COc1ccc2c(C)c(CC(=O)N3CCN(C(=O)C4COc5ccccc5O4)CC3)c(=O)oc2c1 (stereo not given) | -10.8% | .
COc1ccc(C(C)NC(=O)c2ccccc2Br)cc1OC (stereo not given) | ? | .
Cc1csc(SCC(=O)NCc2cccc(Cl)c2)n1 | i | .
CCN(CC)CCCN1C(=O)C(=O)/C(=C(/O)c2cc(C)ccc2C)C1c1cccnc1 (stereo not given) | ? | .
Cc1cccc(-c2noc(-c3ccccc3C(=O)NCC3CCCO3)n2)c1 (stereo not given) | 2.1% | -1.5
O=C1C=C(O)c2c(O)cccc2C1=O | ? | .

(list continues)
SMILES | S3 lipid droplet | S3 lipid droplet cell count max
CC(=O)N1C=CN(C(C)=O)C(c2cn(C)c3ccccc23)C1c1cn(C)c2ccccc12 (stereo not given) | ? | .
c1ccc(CN2CCN(Cc3cn4cccnc4n3)CC2)cc1 | ? | .
CCCN(CCC)C(=O)C[n+]1cccc(/C=N/O)c1 | 7.7% | 8.2
CC(Cc1cccs1)NC(=S)Nc1ccccc1 (stereo not given) | ? | .
COc1ccc(/C(C)=N/NC(=S)Nc2cc(C)ccc2C)cc1 | ? | .
COc1ccc(-c2cc(=O)oc3c(O)c(O)ccc23)cc1 | ? | .
O=C1NC(c2ccncc2)Nc2ccccc21 (stereo not given) | ? | .
Nc1cc(=O)[nH]c(SCCSc2ccccc2)n1 | i | -5.4
Cc1c(C#N)c(NC(=O)CCl)n(Cc2ccccc2)c1C | 16.1% | 23.0
CCn1c(SCC(=O)OC2CCCCC2)nnc1-c1ccncc1 | ? | .
CCc1c(C)sc(NC(=S)N2CCN(C(=O)C3CCCO3)CC2)c1C(=O)OC (stereo not given) | i | .
CCN1CCSc2ccc(C(=O)Nc3ccc(NC(C)=O)cc3)cc21 | 9.1% | .
O=C(NCc1ccc2[nH]c3c(c2c1)CCCC3)c1ccc(S(=O)(=O)N2CCCCC2)cc1 | 1.1% | -10.5
COc1cccc(C(=O)NN2C(=O)C3C4C=CC(O4)C3C2=O)c1 (stereo not given) | i | 13.8
COc1ccc([N+](=O)[O-])cc1C1NN=C(c2ccccc2O)S1 (stereo not given) | -12.2% | 4.4
O=C1c2cccnc2C(Nc2ccccc2)N1Cc1ccco1 (stereo not given) | ? | .
CCCNC(=S)N1CCC(C(=O)c2ccc(F)cc2)CC1 | i | -9.7
O=C(Cc1c(O)c2ccccc2[nH]c1=O)NC1CCCCCCC1 | ? | .
Cc1ccc(S(=O)(=O)NCCN=C(CN2CCCC2)NS(=O)(=O)c2ccc(C)cc2)cc1 | ? | .
CC(=O)c1cn(CC(=O)Nc2ccccc2C)c2ccccc12 | ? | .
COc1ccc2oc(=O)c(-c3csc(Nc4cccc(O)c4)n3)cc2c1 | ? | .
C[C@@H](NC(=O)C1(c2ccccc2)CCN(C(=O)OC(C)(C)C)CC1)C(=O)N[C@@H](C(=O)O)c1ccccc1 | 21.4% | 4.1
NCCCCNCCCN | -2.6% | 5.9

4 records picked at random from the list so far:
SMILES | S3 lipid droplet | S3 lipid droplet cell count max
COc1ccc2oc(=O)c(-c3csc(Nc4cccc(O)c4)n3)cc2c1 | ? | .
Cc1cccc(-c2noc(-c3ccccc3C(=O)NCC3CCCO3)n2)c1 (stereo not given) | 2.1% | -1.5
COc1ccc(NS(=O)(=O)c2ccc(O)c(NC(=O)c3ccc(S(=O)(=O)N4CCCC4)cc3)c2)cc1 | ? | .
CCOC(=O)C(=Cc1ccccc1OC)C(=O)OCC | ? | .

These rows are one share of the data; the hit share may differ from the screen's.
